# Screening results deposited in PubChem by National Center for Advancing Translational Sciences (NCATS).
# HT1080NT lethal: qHTS for induction of synthetic lethality in tumor cells producing 2HG: qHTS for the HT-1080-NT fibrosarcoma cell line. HT-1080-NT fibrosarcoma viability, CellTiter-Glo ATP luminescence, 48 h. 360,000 tested, 1.6% active. AID 686970, 2013. Potency, µM (top dose mostly 46.1 µM), for the others: at the highest dose activity, negative = less viability, most hits filed as cytotoxic;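 further: NT is the 2HG producing partner of a matched IDH1 knockdown line; 0% = DMSO-treated cells and -100% = media-only wells without cells; nearly all actives have a fitted effect of over 55% in size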
#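 Luminescent CellTiter-Glo readout after 48 hours of compound exposure at 37 degrees C defined viability of HT-1080-NT cells. Activity was normalized to DMSO wells and cell-free media wells; concentration-response curves were fitted and assigned curve classes.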
# KB-3-1 tox: qHTS assay for MDR1-selective chemotherapeutics: Primary screen using the parental adenocarcinoma cell KB-3-1; KB-3-1 viability, CellTiter-Glo ATP luminescence, 72 h; Potency, µM (doses to about 46.1 µM), for the others: at the top dose activity change, negative = cytotoxic, actives largely listed as cytotoxic; 400,000 tested, 1.4% active; AID 1347075, 2019; further: on the % scale 0 is the no-effect control and ±100 the full control effect; nearly all actives have a fitted effect of over 60% in size
#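 Cells are dispensed, compounds pinned in, plates held at 37 °C for 72 h, then CellTiter-Glo is added and luminescence read after 10 minutes. Cell line: parental KB-3-1 in phenol-red-free DMEM, 10% FBS.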
# TDP-43 yeast inh: qHTS of TDP-43 Inhibitors | Potency, µM (top dose mostly 46.1 µM), inactives show at the highest dose growth rescue (activation), hits mostly activators | TDP-43 expressing yeast growth rescue, BacTiter-Glo, 24 h | 410,000 tested, 1.8% active; further: % of control where 0% means no effect; nearly all actives have a fitted effect of over 50% in size
#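 Galactose-induced TDP-43 yeast, OD600=0.02, compound pinned; 24 hr, 30 deg C; BacTiter-Glo luminescence for growth. Inhibitors of TDP-43 toxicity read as activators.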
# GLP1R ag: qHTS of GLP-1 Receptor Agonists | AID 624172, 2012 | Potency, µM (highest dose often 45.6 µM), for inactives: top-dose activation, hits mostly activators | HEK293 GLP-1R CRE-luciferase, luminescence, 4-6 h; cells express a hypersensitive GLP-1R form | 380,000 tested, 0.007% active | Glucagon-like peptide 1 receptor (Homo sapiens), P43220; further: % of control where 0% means no effect
# Target sequence (P43220 whole entry, looked up): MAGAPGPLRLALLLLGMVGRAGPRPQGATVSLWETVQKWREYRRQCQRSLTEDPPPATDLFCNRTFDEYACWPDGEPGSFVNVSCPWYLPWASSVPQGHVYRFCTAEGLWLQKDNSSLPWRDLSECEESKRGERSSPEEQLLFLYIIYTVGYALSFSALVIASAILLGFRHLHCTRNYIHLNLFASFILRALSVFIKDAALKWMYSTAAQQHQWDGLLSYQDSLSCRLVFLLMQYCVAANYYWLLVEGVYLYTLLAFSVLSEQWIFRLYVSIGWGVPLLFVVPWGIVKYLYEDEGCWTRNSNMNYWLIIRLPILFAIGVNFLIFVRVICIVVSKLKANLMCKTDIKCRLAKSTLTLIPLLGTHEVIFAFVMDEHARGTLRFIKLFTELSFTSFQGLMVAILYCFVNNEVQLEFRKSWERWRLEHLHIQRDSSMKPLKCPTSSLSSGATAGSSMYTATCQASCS
# GLP-1R inv ag: qHTS of GLP-1 Receptor Inverse Agonists (Inhibition Mode). Glucagon-like peptide 1 receptor (Homo sapiens), P43220. HEK293 GLP-1R CRE-luciferase, luminescence, 24 h; GLP-1R form is constitutively active. Potency, µM (doses to about 38.3 µM), inactives show at the highest dose activity change, negative = inhibition, actives largely listed as inhibitors. 410,000 tested, 1.6% active; further: on the % scale 0 is the no-effect control and ±100 the full control effect; nearly all actives have a fitted effect of over 55% in size
#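 qHTS in 1536-well format: reporter HEK293 cells expressing constitutive GLP-1R activity in DMEM + 10% Nu serum, 24 hr with compounds at 37 deg C, luminescence read after 12 min with detection reagent.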
# SW480 rerep: A quantitative high throughput screen for small molecules that induce DNA re-replication in SW480 colon adenocarcinoma cells; 340,000 tested, 1.8% active; AID 624297, 2012; SW480 DNA re-replication, Hoechst DNA content imaging, 48 h; Potency, µM (highest dose often 46.1 µM), for inactives: top-dose re-replication activation, hits mostly activators; further: % of control where 0% means no effect; nearly all actives have a fitted effect of over 55% in size
#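 Per well, 250 cells were exposed to pinned compound for 48 hr. Nuclear DNA was visualised with Hoechst (40 min, 37 C) and total object intensity recorded by fluorescence scanning.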
# GLP1R cytotox: qHTS of GLP-1 Receptor Inverse Agonists: Cytotox Screen; HEK293 cAMP-luciferase reporter cells, luminescence, 24 h; 410,000 tested, 0.13% active; Potency, µM (series often up to 38.3 µM), for the others: at the top dose activity change, negative = inhibition, most hits filed as inhibitors; AID 624418, 2012;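 further: loss of luciferase light is scored as toxicity; on the % scale 0 is the no-effect control and ±100 the full control effect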
#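 Step one: seed cells (200 cells/uL, DMEM with 10% Nu serum, 1% pen-strep). Step two: 12-hour incubation at 37 deg C. Step three: pin 23 nL compound, incubate 24 hr. Step four: add luciferase reagent, read luminescence 12 min later.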
# KB-V1 cytotox: qHTS assay for MDR1-selective chemotherapeutics: Primary screen using the drug-selected MDR subline cells KB-V1; Potency, µM (series often up to 46.1 µM), inactives show top-dose activity change, negative = cytotoxicity, actives largely listed as cytotoxic; 400,000 tested, 3.4% active; KB-V1 MDR cells viability, CellTiter-Glo, 72 h; AID 1347076, 2019; further: on the % scale 0 is the no-effect control and ±100 the full control effect; nearly all actives have a fitted effect of over 60% in size
#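 Compound-treated KB-V1 multidrug-resistant cells, 72 h, 37 degrees C; viability by CellTiter-Glo. Fitted qHTS curves give the values.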
# HT1080 IDH1KD tx: qHTS for induction of synthetic lethality in tumor cells producing 2HG: qHTS for the HT-1080-IDH1KD cell line; HT-1080 IDH1 knockdown viability, ATP luminescence, 48 h; Potency, µM (series often up to 46.1 µM), for inactives: at the highest dose activity, negative = toxicity, hits mostly cytotoxic; 360,000 tested, 2% active;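 further: 0% = DMSO wells and -100% = cell-free medium wells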
#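 Cytotoxicity counter-line: IDH1KD HT-1080, 48 h, CellTiter-Glo. Curves classed by r2, magnitude and activity.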
# The depositor's hits bear a star; u = inconclusive; x = not tested or not shown; & = joins results of further samples; [ ] = remark or other dose. The call rests on the fitted dose curve; in most records, active means well fitted curve in the direction sought with a large enough effect; inconclusive means small, poorly fitted or top-dose-only effect, or another doubt; inactive means no such curve, though single readings can be large; an effect the other way counts as inactive or inconclusive. Potency means the concentration at half of the fitted maximal effect.
canonical_smiles	HT1080NT lethal	KB-3-1 tox	TDP-43 yeast inh	GLP1R ag	GLP-1R inv ag	SW480 rerep	GLP1R cytotox	KB-V1 cytotox	HT1080 IDH1KD tx
COc1cccc(OC)c1OCCN1CCCC1	-3.0%	-2.7%	9.1%	-0.5%	17.6%	-15.0%	u	-17.5%	0.6%
COc1cc(CNCCO)cc(Br)c1OCc1ccccc1	-5.7%	-4.2%	-6.4%	-0.5%	u	-0.2%	7.4%	-13.9%	-8.8%
CC[C@]12c3[nH]c4cc(-c5ccco5)ccc4c3CCN1C(=O)[C@@H](CC(=O)NCCN1CCOCC1)C[C@@H]2C(=O)N1CCN(C(=O)C2CC2)CC1	-0.5%	-0.7%	9.5%	-0.3%	16.9%	-36.1%[inhibitor]	7.7%	18.9%	7.8%
CCOC(=O)CC[C@H](NC(=O)Cn1cnc(C(=O)Nc2ccc(C)c(C)c2)n1)C(=O)OCC	-19.1%	-16.4%	-7.2%	-0.1%	9.2%	-14.4%	9.5%	1.4%	-14.6%
CCCCC(=O)Nc1ccc(N2CCN(S(C)(=O)=O)CC2)cc1	6.9%	3.1%	-8.1%	-7.8%	u	0.5%	-15.0%	3.3%	3.6%
CS(=O)(=O)Nc1nc2n(n1)C(c1ccc(F)cc1)CC(c1ccccc1)N2 (centres undefined)	8.5%	19.1%	-6.9%	-1.5%	14.1%	-16.7%	-1.0%	14.9%	5.2%
C=CCOc1c(Br)cc(/C=N\n2nnnc2N)cc1OC	-0.9%	-23.1%	22.6%	7.6%	6.5%	-91.8%[inhibitor]	8.3%	u	-3.6%
O/N=C/c1ccc(OCC(O)COc2ccc(/C=N/O)cc2)cc1	3.4%	-3.9%	2.8%	8.7%	24.0%	-2.5%	-1.4%	-8.3%	4.0%
Cc1ccc(S(=O)(=O)/C(C#N)=C/c2c(N3CC(C)OC(C)C3)nc3ccccn3c2=O)cc1 (centres undefined)	-3.3%	2.9%	5.8%	5.9%	-8.4%	2.3%	-0.4%	16.1%	-15.0%
Cc1ccc(OCC(=O)N2CCc3ccccc3C2)cc1C	1.7%	-7.0%	17.5%	16.0%	u	x	-3.4%	-2.8%	-0.8%

# Results in KB-V1 cytotox and KB-3-1 tox, for two of the compounds above:
SMILES | KB-V1 cytotox | KB-3-1 tox
C=CCOc1c(Br)cc(/C=N\n2nnnc2N)cc1OC | u | -23.1%
O/N=C/c1ccc(OCC(O)COc2ccc(/C=N/O)cc2)cc1 | -8.3% | -3.9%

# Other entries.
canonical_smiles	HT1080NT lethal	KB-3-1 tox	TDP-43 yeast inh	GLP1R ag	GLP-1R inv ag	SW480 rerep	GLP1R cytotox	KB-V1 cytotox	HT1080 IDH1KD tx
CC(OC(=O)c1ccccn1)C(=O)Nc1ccc(C(F)(F)F)cc1 (centres undefined)	0.0%	-6.2%	12.0%	10.2%	-9.5%	9.2%	2.7%	u	4.8%
COc1ccc(NC2=C3CC(C)CC=C3N(c3ccc(OC)cc3)C2=O)cc1 (centres undefined)	-15.6%	-0.8%	-7.3%	8.4%	1.2%	-40.2%[inhibitor]	-7.5%	u	-9.9%
CC1Cc2ccccc2N1CC(=O)Nc1ccc(Cl)c(S(=O)(=O)N(C)C)c1 (centres undefined)	1.4%	-3.7%	5.7%	-6.4%	7.5%[0.307 µM]	-5.3%	8.9%[0.307 µM]	1.9%	-0.5%
O=C(O)C(Cc1c[nH]c2ccccc12)NS(=O)(=O)c1ccc(Cl)cc1 (centres undefined)	6.0%	8.2%	5.6%	1.2%	u	-5.3%	9.3%	2.4%	2.1%
CCc1ccc(NC(=O)c2cc(S(=O)(=O)N3CCCCC3)c[nH]2)cc1	x	3.4%	-14.5%	-8.1%	1.4%	x	1.3%	-5.1%	x
CC1CCCC(C)N1/N=C/C=C/c1ccccc1[N+](=O)[O-] (centres undefined)	6.2%	-7.6%	4.4%	14.4%	u	-2.0%	-1.2%	-13.2%	7.2%
O=C1CCCN1CCCNC(=S)Nc1ccccc1Cl	28.1%	-1.4%	18.3%	-0.6%	7.2%	1.7%	9.3%	0.8%	20.6%
COc1cc(OC)cc(-c2nc3cc(C)ccc3o2)c1	-20.9%	-15.2%	u	18.2%	-11.8%	0.2%	0.1%	u	-21.4%
O=C(O)CC(NC(=O)c1cccc([N+](=O)[O-])c1)c1ccc2c(c1)OCO2 (centres undefined)	9.4%	8.7%	-9.5%	-0.2%	0.8%	-12.6%	-0.1%	14.4%	9.1%
C=CCNC(=S)NNC(=O)c1ccc2c(c1)OCO2	10.2%	-1.3%	-10.1%	-13.5%	0.0%	-13.9%	-4.0%	-25.7%	5.7%

canonical_smiles	HT1080NT lethal	KB-3-1 tox	TDP-43 yeast inh	GLP1R ag	GLP-1R inv ag	SW480 rerep	GLP1R cytotox	KB-V1 cytotox	HT1080 IDH1KD tx
CC1CCC(NC(=O)CCNC(=O)c2ccc(Br)cc2)CC1 (centres undefined)	-2.4%	9.8%	-12.0%	7.4%	2.8%	u	8.1%	-4.2%	-1.7%
O=C1c2ccc([N+](=O)[O-])cc2C(=O)N1c1ccc([N+](=O)[O-])cn1	15.4%	2.1%	-9.8%	-3.6%	1.9%	-7.3%	-4.3%	21.6%	11.9%
Cc1cccc(NC(=O)C2CCN(S(=O)(=O)c3cccc4nsnc34)CC2)c1C	x	0.4%	13.3%	-0.1%	-8.1%	x	-1.9%	13.3%	x
Cc1ccc(C)c(N2CC(C(=O)Nc3nccs3)CC2=O)c1 (centres undefined)	-1.2%	7.0%	-14.9%	8.6%	-2.6%	u	1.0%	12.6%	10.0%
COc1ccc(C2CC(C)(c3ccc(OC)cc3)Nc3ccccc3N2)cc1 (centres undefined)	u	20.6µM*	-16.8%	7.7%	u	u	-4.7%	u	u
CNc1ccc(/C=C/C(=O)c2ccc3c(c2)OCCO3)cc1[N+](=O)[O-]	-23.7%	-15.6%	0.0%	6.4%	6.0%	-8.8%	-13.5%	-14.2%	-21.3%
CC(NC(=O)COC(=O)CN1C(=O)C2CCCCC2C1=O)c1ccccc1 (centres undefined)	1.9%	10.2%	5.6%	0.5%	1.2%	-11.6%	-9.5%	25.0%	8.5%
Cc1nc2c(sc3nc4c(cc32)COC(C)(C)C4)c(=O)n1Cc1ccccc1	-0.9%	-20.1%	11.5%	-8.6%	-19.5%	-7.4%	12.3%	5.17µM*	-5.0%
Cc1ccc(CNC(=O)CCNS(=O)(=O)c2ccc3c(c2)oc(=O)n3C)cc1	x	7.7%	23.0%	x	12.4%	x	-0.6%	0.7%	x
CCN(CC)CCSc1nnc2c3cc(F)ccc3n(C)c2n1	x	-25.4%	-15.2%	0.7%	10.6%	x	7.8%	12.2%	x

canonical_smiles	HT1080NT lethal	KB-3-1 tox	TDP-43 yeast inh	GLP1R ag	GLP-1R inv ag	SW480 rerep	GLP1R cytotox	KB-V1 cytotox	HT1080 IDH1KD tx
CCCN(CCC)S(=O)(=O)c1ccc(NS(=O)(=O)c2ccc(F)cc2)cc1	2.6%[9.24 µM]	-12.0%	-11.0%	0.4%	0.0%	-0.4%	-8.6%	-17.0%	-7.1%
Cc1onc(-c2c(F)cccc2Cl)c1C(=O)Nc1cc2cc([N+](=O)[O-])ccc2oc1=O	-7.6%	29.2%	24.2%	-5.8%	2.9%	x	4.4%	-20.1%	-2.2%
OC1CN=C2CCCc3c2n(c2ccc(Cl)cc32)C1 (centres undefined)	-30.0%	u	-10.6%	-8.3%	u	2.6%	19.7%	-17.0%	-12.7%
Cc1cn([C@H]2C[C@H](O)[C@@H](CCC(=O)NCc3ccc4c(c3)OCO4)O2)c(=O)[nH]c1=O	7.9%	0.0%	-15.5%	-4.2%	22.7%	x	-0.6%	8.8%	19.8%
COC(=O)[C@@]1(Cc2ccc(F)cc2)[C@H]2c3cc(C(=O)N(C)C)n(CCSCCO)c3C[C@H]2CN1C(=O)c1ccccc1	-1.4%	-2.3%	6.8%	4.4%	0.8%	3.0%	15.3%	-3.0%	1.7%
CCCCN1C(=O)c2ccc(C(=O)Nc3ccc(C)c(S(=O)(=O)N(C)C)c3)cc2C1=O	-12.0%	u	10.3%	-38.3%[inhibitor]	u	-0.4%	-17.0%	11.6µM*	-12.4%
CCC(C)(C)n1nnnc1C(c1ccccc1)N1CCN(C2CCCC2)CC1 (centres undefined)	9.8%	-4.3%	-2.8%	-7.8%	13.1%	-4.0%[9.22 µM]	-9.1%	8.4%	-16.9%
Cc1ccc2oc(=O)c(/C=C(\O)c3ccccc3)nc2c1	-11.5%	10.2%	-25.8%	-1.2%	255.5%[activator]	9.2%	-13.3%	17.0%	-1.6%
CC1(C)OC(=O)C(=Cc2ccc(-c3ccc(S(N)(=O)=O)cc3)o2)C(=O)O1	u	3.5%	-7.7%	9.8%	-4.8%	u	-17.2%	15.1%	u
CC(NS(=O)(=O)c1ccccc1)C(=O)NCc1ccco1 (centres undefined)	10.2%	-6.5%	-14.1%	-1.8%	2.4%	-1.3%	-3.9%	3.7%	0.1%
O=C(Nc1cccc([N+](=O)[O-])c1)c1cnccn1	5.6%	0.6%	22.9%	-5.5%	25.9%	-1.7%	-1.1%	u	1.2%
Cc1oc(-c2ccccc2F)nc1CS(=O)(=O)CC(=O)N1CCN(c2ccccc2)CC1	8.3%	u	11.6%&0.0%	0.4%&7.6%	14.0%&3.9%	-1.7%	-11.0%&2.4%	9.4%&-2.3%	3.4%
Cc1ccc(S(=O)(=O)N2CCCCC2)cc1NC(=O)CCCOc1ccccc1	-3.5%	u	0.0%	7.9%	5.62µM*	5.8%	-6.3%	-20.7%	-0.5%
